From PubChem
MEKK2mut PB1 HTS: MEK5 binding signal on mutant MEKK2 PB1, primary screen, biochemical, multiplex bead flow cytometry, Alexa488-MEK5. percent response, % at 10 µM. 290,000 tested, 0.35% active. Alexa488-MEK5 binding to MEKK2 mutant; in the data active = percent response above about 24%, passing the limit was not always enough; also: inactives centre near 1; some results filed as inactive read as strong as hits; reference of the scale not given here
NALP1 inh: NALP1 inflammasome inhibitors in reconstituted yeast, colorimetric, S. cerevisiae, triplicate retest; 280,000 tested, 0.61% active; AID 2071, 2009; inhibition, % at 10 µM; S. cerevisiae NALP1/ASC/caspase-1 growth, X-gal OD620, 72 h; in the data active = inhibition mostly above about 24%, no sharp cut-off; inactive = mostly below about 32%; also: some compounds called inactive have numbers as strong as hits
M18AAP inhibitor: PfM18AAP inhibitors, malaria aminopeptidase, primary screen, biochemical, QFRET, recombinant enzyme. M18 aspartyl aminopeptidase (Plasmodium falciparum 3D7). AID 1822, 2009. 290,000 tested, 1.2% active. H-Glu-NHMec fluorogenic cleavage. inhibition, % at 7.35 µM;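 active = inhibition above the campaign mean inhibition over all tested compounds plus 3 SD, cut at about 28% in these data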;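 also: 0% = plate median of test compound wells and 100% = 2 mM ZnCl2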
PHOSPHO1 inh: PubChem AID 1565 | Phosphoethanolamine/phosphocholine phosphatase (Homo sapiens), Q8TCT1 | recombinant PHOSPHO1, absorbance phosphatase assay | inhibition, % at 13.3 µM | 290,000 tested, 1.1% active; in the data active = inhibition above about 60%
MEKK2wt PB1 HTS: modulators of MEK5 binding to wildtype MEKK2, primary screen, biochemical, multiplex bead flow cytometry, Alexa488-MEK5; Mitogen-activated protein kinase kinase kinase 2 (Homo sapiens), Q9Y2U5; Alexa488-MEK5 binding to MEKK2 WT; actives lie on both sides; binding response (% of control), % at 10 µM; 290,000 tested, 1.1% active; AID 1531, 2009; in the data active = binding response below about 67% or above about 130%
GPR7 antagonist: GPR7 receptor antagonists, primary screen, cell-based, fluorescence, single concentration. GPR7-expressing cells, fluorescence antagonist assay. Neuropeptides B/W receptor type 1 (Homo sapiens), P48145. inhibition, % at 4.4 µM. 290,000 tested, 1.1% active; in the data active = inhibition above about 16%, passing the limit was not always enough;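 also: cells stimulated with the agonist NPW; 0% = agonist with vehicle and 100% = vehicle without agonist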
Target sequence (P48145 whole entry, looked up): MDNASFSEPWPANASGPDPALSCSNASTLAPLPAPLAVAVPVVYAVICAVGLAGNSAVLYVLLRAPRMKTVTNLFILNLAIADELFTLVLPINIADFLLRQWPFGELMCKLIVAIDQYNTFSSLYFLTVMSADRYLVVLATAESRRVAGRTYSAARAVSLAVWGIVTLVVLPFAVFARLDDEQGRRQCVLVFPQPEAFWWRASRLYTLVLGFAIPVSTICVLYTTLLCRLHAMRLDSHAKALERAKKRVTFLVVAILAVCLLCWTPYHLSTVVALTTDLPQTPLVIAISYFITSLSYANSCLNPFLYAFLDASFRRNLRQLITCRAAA
MEKK3 PB1 HTS: modulators of MEKK3-MEK5 PB1 binding, primary screen, biochemical, wildtype MEKK3, multiplex bead flow cytometry, Alexa488-MEK5; binding response (% of control), % at 10 µM; 290,000 tested, 1.4% active; AID 1529, 2009; Mitogen-activated protein kinase kinase kinase 3 (Homo sapiens), Q99759; bead-based flow cytometry, Alexa488-MEK5 binding to MEKK3; actives lie on both sides; 0 = blocked by unlabeled MEK5, 100 = vehicle;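 active = binding response more than 3 SD above or below the average of its plate-row segment, actives on both sides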;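 also: Alexa488 bead fluorescence after subtracting the streptavidin-only scavenger bead signal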
Target sequence (Q99759 whole entry, looked up): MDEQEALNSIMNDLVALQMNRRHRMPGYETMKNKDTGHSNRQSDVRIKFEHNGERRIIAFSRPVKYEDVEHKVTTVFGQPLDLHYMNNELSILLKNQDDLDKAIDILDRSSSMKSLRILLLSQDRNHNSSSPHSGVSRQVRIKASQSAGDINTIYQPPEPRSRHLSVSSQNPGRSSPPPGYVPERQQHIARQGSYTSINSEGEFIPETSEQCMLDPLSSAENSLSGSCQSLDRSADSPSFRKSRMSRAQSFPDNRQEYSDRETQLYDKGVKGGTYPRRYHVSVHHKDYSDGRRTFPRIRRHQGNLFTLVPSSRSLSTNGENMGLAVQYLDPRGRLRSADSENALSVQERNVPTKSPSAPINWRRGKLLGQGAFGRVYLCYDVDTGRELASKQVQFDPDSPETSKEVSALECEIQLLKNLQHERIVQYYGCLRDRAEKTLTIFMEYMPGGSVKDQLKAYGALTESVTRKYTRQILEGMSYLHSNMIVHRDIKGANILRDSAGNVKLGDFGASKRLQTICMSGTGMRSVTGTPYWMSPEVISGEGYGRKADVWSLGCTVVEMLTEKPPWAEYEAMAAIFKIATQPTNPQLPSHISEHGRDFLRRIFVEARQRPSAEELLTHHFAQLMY
OXTR ag: human OXTR agonists, primary screen, fluorescence, CHO-OTR cells, Fluo-8 calcium; Fluo-8 calcium fluorescence; normalized: DMSO 0%, oxytocin 100%; 320,000 tested, 0.32% active; Oxytocin receptor (Homo sapiens), P30559; activation, % at 3 µM;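 active = activation above the mean of all tested compounds plus 3 SD, cutoff set per screening run, cut at about 20% in these data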;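 also: peak over basal fluorescence ratio from a 100 s FLIPR kinetic read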
DNA FID counter: compounds displacing fluorescent DNA intercalator, primary screen, artefact control for HCV NS3 helicase inhibitor project, biochemical, FID fluorescence | 290,000 tested, 0.17% active | inhibition, % at 7.9 µM | AID 1845, 2009 | DNA fluorescent intercalator displacement; in the data active = inhibition above about 37%;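 also: 0% = vehicle and 100% = reference compound; higher means more ethidium bromide displaced from hairpin DNA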
Numbers without * were called inactive; . = no result given; & = joins results of further samples; ! = repeats disagree.

SMILES	MEKK2mut PB1 HTS	NALP1 inh	M18AAP inhibitor	PHOSPHO1 inh	MEKK2wt PB1 HTS	GPR7 antagonist	MEKK3 PB1 HTS	OXTR ag	DNA FID counter
C=CCC(c1ccccc1F)N(CCN1CCOCC1)C(=O)Nc1cccc(Cl)c1 (configuration not stated)	0	18	-9	10	96	-10	97	-1.7	-10
CCOC(=O)c1c(N)sc(C(=O)N2CCCC2)c1C	-3	15	0	14	94	-8	88	-0.6	-6
COC(=O)c1cc(NC(=O)CN(C)Cc2ccccc2)cc(C(=O)OC)c1	5	5	-9	42	106	-8	107	-2.1	-32
Cc1ccn2c(Nc3ccc4c(c3)OCO4)c(-c3ccccn3)nc2c1	-2	9	8	-6	103	2	101	-2.0	2
Cc1onc(-c2ccccc2)c1C(=O)Nc1ccc(N2CCOCC2)cc1	0	15	-1	8	99	-8	97	-0.5	-4
Fc1cccc2sc(N3CCCCC3)nc12	-7	.	8	-6	96	-1	100	-2.6	2
Cc1cc(C)n(-c2nc3c(c(=O)n(C)c(=O)n3C)n2C)n1	-1	21	2	19	99	1	97	0.3	-1
O=C(NC(=S)NCCC1=CCCCC1)c1ccccc1Br	-3	4	3	28	96	-8	104	-0.6	-25
Cc1nc2ccc(C(=O)N/N=C/c3ccccc3O)cc2[nH]1	-1	-5	13	20	97	-2	98	0.3	-5
Cc1nccn1-c1c([N+](=O)[O-])c(=O)n(C)c2ccccc12	-2	-19	13	37	98	-6	102	0.6	0
Cc1ccccc1NC(=O)CCn1c(=O)oc2ccccc21	6	.	6	16	108	1	108	0.3	4
CC(C)(C)n1nc2c(c1NC(=O)COc1ccc3ccccc3c1)CS(=O)C2 (configuration not stated)	.	12	4	-5	.	-3	.	-1.0	-17
COc1ccccc1-n1c(SCC(=O)N2CCOCC2)nc2cccnc21	1	6	0	45	102	-17	110	1.0	-5
CC(C)CCn1c(N2CCCC2)nc2c1c(=O)[nH]c(=O)n2C	3	1	2	45	99	-6	99	-1.4	-27
N#Cc1nc(-c2ccc(OCc3ccccc3Cl)cc2)oc1NCCCn1ccnc1	.	12	-6	3	.	-3	.	0.2	-3
O=C(Cn1cccn1)N1CCCC(N2CCN(c3ccccc3F)CC2)C1 (configuration not stated)	6	6	-13	26	107	-22	106	0.9	-12
O=C(CCSc1nc(-c2ccco2)cc(C(F)(F)F)n1)NCC1CCCO1 (configuration not stated)	1	15	2	29	102	-2	102	-1.3	-29
O=C(Nc1nnc(-c2ccco2)s1)C1CCN(S(=O)(=O)c2ccc(Cl)cc2)CC1	-5	15	3	24	93	8	89	1.8	-8
COc1ccc(C(=O)NC(=S)SCC(=O)O)cc1	1	2	6	-2	104	-16	101	7.3	-1
Cc1cccc(COc2ccccc2/C=N/Nc2ccc([N+](=O)[O-])cc2)c1	8	-12	-3	3	98	-3	108	1.1	5
CC(=O)c1ccc(N2Cc3ccccc3C2=NC(=O)c2cccs2)cc1	25	17	-4	6	94	-3	101	-0.3	-5
O=C(C1CCN(C2CCN(C/C=C/c3ccccc3)CC2)CC1)N1CCOCC1	15	4	4	32	119	-11	100	0.2	7
CC(C)CC(NS(=O)(=O)c1ccccc1S(=O)(=O)NC(CC(C)C)C(=O)O)C(=O)O (configuration not stated)	-6	9	-6	-7	97	8	96	0.0	-3
COCCn1c(SCc2nc3ccccc3s2)nc2ccccc21	-7	6	-2	37	80	1	83	-1.9	-24
CC(=O)CCCCn1cnc2c1c(=O)n(C)c(=O)n2C	-7&2	-2	-5	12	-14*!	-5	90&100	0.8	3
SMILES	MEKK2mut PB1 HTS	NALP1 inh	M18AAP inhibitor	PHOSPHO1 inh	MEKK2wt PB1 HTS	GPR7 antagonist	MEKK3 PB1 HTS	OXTR ag	DNA FID counter
O=C(O)C1CCC(CNS(=O)(=O)c2ccc(Cl)cc2)CC1 (configuration not stated)	0	26	-8	-20	104	9	100	0.3	-3
CCOC1=NN(c2ccccc2)C(=O)/C1=C\N(C)C	-11	12	0	44	88	-9	100	0.6	-2
O=C1c2cccnc2C(Nc2cccc(F)c2)N1Cc1ccco1 (configuration not stated)	-7	2	2	0	82	-4	98	-1.1	-4
CNC(=S)Nc1ccc(Br)cc1	1	13	16	-11	104	-6	100	1.4	-1
O=C(O)c1cn2c3c(ccc(Cl)c3c1=O)OCC2	6	10	6	18	104	3	100	0.9	-4
Nc1c(C(=O)Nn2cnnc2)cc([N+](=O)[O-])cc1[N+](=O)[O-]	-2	24	63*	-24	101	2	96	-0.3	10
CCCc1nn(-c2cc(Cl)ccc2OC)c2c1C(=O)CCC2	14	20	5	-2	114	-19	104	-0.8	-33
CCc1ccccc1N1C(=O)CC(Sc2nccc(C)n2)C1=O (configuration not stated)	13	10	-18	19	109	-13	111	-0.2	-6
Cc1cc(=O)oc2ccc(OC(C)C(=O)O)cc12 (configuration not stated)	-2	16	-7	12	91	-12	97	1.8	-2
Cc1ccc(C2CC(=O)NC3=C2C(=O)CCC3)cc1Br (configuration not stated)	10	3	-5	1	104	-3	102	0.6	-3
CCCn1c(SCC(=O)Nc2ccc(NC(=O)CC)cc2)nc2c1c(=O)n(C)c(=O)n2C	-4	25	-5	15	97	-3	103	1.1	-25
COc1cc2c(cc1O)CC[C@@H]1[C@@H]2CC[C@]2(C)[C@@H](O)CC[C@@H]12	4	9	3	40	71	13	72	3.5	-10
CNC(=S)Nc1cccc(Cl)c1C	1	9	4	35	102	-15	103	-0.2	-1
CC(NC(=S)Nc1ccc(F)cc1)C(c1cccs1)N1CCOCC1 (configuration not stated)	2	12	4	44	89	23*	100	-0.3	-12
COc1ccc(CNC(=O)c2ccc(C)o2)cc1	6	0	-1	8	100	-10	115	0.5	0
OCc1nnn(-c2ccccc2)c1CO	5	4	-1	20	103	-7	103	.	-2
CCOc1ccc2nc(SCC(=O)NCc3ccc(S(N)(=O)=O)cc3)[nH]c2c1	5	-10	1	.	101	-10	98	-0.2	3
CNC(=O)CSc1nnc(C(C)C)n1C	5	1	9	33	122	-12	136*	0.1	-3
COc1ccc(OC)c(/C=N/NC(=O)c2[nH]ncc2Br)c1	-4	6	4	3	96	-3	103	-1.0	-13
COC(=O)c1ccc(N2CCN(CCNC(=O)Nc3ccc(OC)cc3)CC2)cc1	3	9	4	.	113	4	107	1.5	12
Cc1cc(/C=N/O)c(C)n1-c1ccccc1	2	9	-6	-4	109	-12	110	-1.3	-2
COc1ccccc1CNC(=O)c1cc(S(=O)(=O)N2CCOCC2)cn1C	1	8	-5	18	94	-13	95	0.2	-13
C=CCn1c(SCc2n[nH]c(=S)n2-c2ccccc2)nnc1-c1ccccc1	-1	-5	13	-18	99	-15	102	-0.1	-21
CCCN1CCn2c3c(c4cc(Br)ccc42)CCCC31 (configuration not stated)	-1	15	2	-12	103	-12	96	.	0
COc1ccccc1NC(=O)COC(=O)/C=C/c1ccccc1[N+](=O)[O-]	1	23	0	0	101	-2	99	0.9	-6
SMILES	MEKK2mut PB1 HTS	NALP1 inh	M18AAP inhibitor	PHOSPHO1 inh	MEKK2wt PB1 HTS	GPR7 antagonist	MEKK3 PB1 HTS	OXTR ag	DNA FID counter
COc1cccc(C2C3=C(N=C4SCC(=O)N42)c2ccccc2CC3)c1OC (configuration not stated)	2	8	-10	-14	93	-6	102	-1.7	-12
COc1cc([N+](=O)[O-])ccc1NC(=O)CCCOc1ccc(C)cc1	4	4	-3	-1	106	-1	101	-0.4	2
CC(=O)Oc1ccc2c(=O)c(Oc3ccccc3)c(C)oc2c1OC(C)=O	-1	7	44*	1	99	-4	99	0.4	-6
COC(=O)c1ccccc1NC(=O)Cn1ccnc1	0	4	7	9	96	-10	99	0.3	-3
CN(C)S(=O)(=O)Oc1ccsc1C(=O)Nc1ccccc1Cl	3	-4	0	33	104	-3	106	-2.1	-7
Cc1ccc(/C(C#N)=C\c2ccc(N3CCOCC3)o2)cc1	3	40	-13	62*	105	5	108	2.7	-13
N#C/C(=C/c1cn(CC(=O)O)c2ccccc12)c1ccc(F)cc1	0	31	-6	13	98	-4	108	-0.3	-29
Cn1cc(S(=O)(=O)N2CCCC2)cc1C(=O)NCc1ccc(Cl)cc1	3	10	8	-14	103	-9	103	3.2	-27
Cc1ccc(CN2CCCN(Cc3cc(C)ccc3C)S2(=O)=O)cc1	2	14	0	38	103	-15	100	-1.0	-23
CCCCN(C)CCNC(=O)Cn1c(=O)sc2ccccc21	0	-23	.	-2	100	.	99	-0.1	.
N#Cc1cc(Oc2ccc3ccccc3c2)c(-n2nnc3ccccc32)cc1C#N	-2	-6	-1	4	96	-9	95	0.8	1
Cn1c(SCC(=O)Nc2ccccc2Br)nnc1-c1cnccn1	20	9	-4	-22	131	-5	109	1.2	-13

Results in DNA FID counter, GPR7 antagonist and MEKK2mut PB1 HTS (two entries from above):
SMILES,DNA FID counter,GPR7 antagonist,MEKK2mut PB1 HTS
Cc1ccc(/C(C#N)=C\c2ccc(N3CCOCC3)o2)cc1,-13,5,3
N#C/C(=C/c1cn(CC(=O)O)c2ccccc12)c1ccc(F)cc1,-29,-4,0

12 successive records from above, for reference:
SMILES	MEKK2mut PB1 HTS	NALP1 inh	M18AAP inhibitor	PHOSPHO1 inh	MEKK2wt PB1 HTS	GPR7 antagonist	MEKK3 PB1 HTS	OXTR ag	DNA FID counter
CCCN1CCn2c3c(c4cc(Br)ccc42)CCCC31 (configuration not stated)	-1	15	2	-12	103	-12	96	.	0
COc1ccccc1NC(=O)COC(=O)/C=C/c1ccccc1[N+](=O)[O-]	1	23	0	0	101	-2	99	0.9	-6
COc1cccc(C2C3=C(N=C4SCC(=O)N42)c2ccccc2CC3)c1OC (configuration not stated)	2	8	-10	-14	93	-6	102	-1.7	-12
COc1cc([N+](=O)[O-])ccc1NC(=O)CCCOc1ccc(C)cc1	4	4	-3	-1	106	-1	101	-0.4	2
CC(=O)Oc1ccc2c(=O)c(Oc3ccccc3)c(C)oc2c1OC(C)=O	-1	7	44*	1	99	-4	99	0.4	-6
COC(=O)c1ccccc1NC(=O)Cn1ccnc1	0	4	7	9	96	-10	99	0.3	-3
CN(C)S(=O)(=O)Oc1ccsc1C(=O)Nc1ccccc1Cl	3	-4	0	33	104	-3	106	-2.1	-7
Cc1ccc(/C(C#N)=C\c2ccc(N3CCOCC3)o2)cc1	3	40	-13	62*	105	5	108	2.7	-13
N#C/C(=C/c1cn(CC(=O)O)c2ccccc12)c1ccc(F)cc1	0	31	-6	13	98	-4	108	-0.3	-29
Cn1cc(S(=O)(=O)N2CCCC2)cc1C(=O)NCc1ccc(Cl)cc1	3	10	8	-14	103	-9	103	3.2	-27
Cc1ccc(CN2CCCN(Cc3cc(C)ccc3C)S2(=O)=O)cc1	2	14	0	38	103	-15	100	-1.0	-23
CCCCN(C)CCNC(=O)Cn1c(=O)sc2ccccc21	0	-23	.	-2	100	.	99	-0.1	.
